TRHR ag – activates the human TRH receptor; P34981; TRHR cells, calcium flux fluo-8, FDSS agonist mode; activation, % at 2 µM; hit rate 0.18% among 360,000; in the data active = activation above about 30%; note: 0% is about no effect
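Steps: seed TRHR cells overnight; add fluo-8 no-wash Ca dye, RT 30 min–1.5 h; record 10 s baseline; pin-transfer compounds; monitor fluorescence 1 cycle/s for the agonist window. Calcium increases flag candidate agonists.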
D1 agonist – activates the human D1 dopamine receptor; P21728; HEK293 T-REx D1 cells, calcium flux, agonist mode; activation, % at 2 µM; hit rate 1% among 360,000; AID 504660; in the data active = activation above about 30%; note: 0% is about no effect
Target sequence (P21728 whole entry, looked up): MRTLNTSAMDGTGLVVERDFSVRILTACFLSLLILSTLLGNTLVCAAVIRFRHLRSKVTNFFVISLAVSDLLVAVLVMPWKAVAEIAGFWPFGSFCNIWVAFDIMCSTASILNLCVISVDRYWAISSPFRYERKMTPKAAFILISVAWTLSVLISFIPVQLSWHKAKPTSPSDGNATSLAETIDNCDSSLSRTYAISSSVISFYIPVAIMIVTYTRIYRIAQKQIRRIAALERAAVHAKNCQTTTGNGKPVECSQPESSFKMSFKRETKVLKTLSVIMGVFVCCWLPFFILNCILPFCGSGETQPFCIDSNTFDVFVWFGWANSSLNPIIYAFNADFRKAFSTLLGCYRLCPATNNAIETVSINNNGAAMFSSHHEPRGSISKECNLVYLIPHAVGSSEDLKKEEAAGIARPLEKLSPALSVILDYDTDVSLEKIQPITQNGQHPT
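Tetracycline-induced HEK293 TREx D1 cells, force-coupled to calcium signalling, were dye-loaded with a no-wash calcium kit. Compound was pin-added after a 10 s baseline. Fluorescence was read kinetically at 1 cycle/s for 180 s, with calcium rises flagged as agonism.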
RXFP1 antag – blocks the human relaxin receptor RXFP1. HEK293-RXFP1, relaxin-stimulated cAMP HTRF, 30 min; active compounds read low. activity change, negative = inhibition, % at 57.5 µM. hit rate 0.59% among 350,000. AID 1259400;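 active = activity change of -60% or lower, but not beyond a set lower limit; inconclusive = change between -60% and -40%, or beyond the set limit; inactive = change above -40%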; note: % is set by controls: 0 for no effect and ±100 for the full control effect
D1 potentiator – human D1 dopamine receptor positive modulation; HEK293 TREx D1 cells, calcium flux, dopamine EC20 potentiation; potentiation, % at 10 µM; hit rate 0.036% among 360,000; in the data active = potentiation above about 30%; note: 0% is about no effect
TRHR PAM – allosteric enhancers of human TRH receptor. hit rate 0.66% among 360,000. P34981. TRHR cells, fluo-8 calcium fluorescence, EC20 TRH enhancement. enhancement, % at 2 µM; in the data active = enhancement above about 30%; note: 0% is about no effect
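TRHR-expressing cells loaded with fluo-8 calcium dye were read kinetically (ex 480/em 530) during compound addition, then stimulated with an EC20 of TRH (10 nM final). Enhancement of the Gq-mediated intracellular calcium response was scored.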
D1 antag – human D1 dopamine receptor antagonism; AID 504652; activity change, negative = inhibition, % at 10 µM; HEK293 TREx D1 cells, calcium flux, dopamine EC80; active compounds read low; hit rate 3.2% among 360,000; in the data active = activity change below about -30%; note: % is set by controls: 0 for no effect and ±100 for the full control effect
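Antagonism measured as reduced calcium response to an EC80 dopamine addition following 180 s compound pre-read; cells were inducible HEK293 Trex D1 plated overnight at 30 C, read kinetically at 1 cycle/sec.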
Apoferritin bind – binds horse apoferritin like a general anesthetic. hit rate 0.074% among 350,000. apoferritin/1-aminoanthracene competitive binding, fluorescence. P02791. AID 485281. Potency, µM (top dose mostly 77.5 µM), for inactives: at the highest dose activity change, negative = displacement, usual class: inhibitors; note: potency is the fitted concentration of half-maximal effect; % is set by controls: 0 for no effect and ±100 for the full control effect; nearly all actives have a fitted effect of over 20% in size
Target sequence (P02791 2-175 limits assumed): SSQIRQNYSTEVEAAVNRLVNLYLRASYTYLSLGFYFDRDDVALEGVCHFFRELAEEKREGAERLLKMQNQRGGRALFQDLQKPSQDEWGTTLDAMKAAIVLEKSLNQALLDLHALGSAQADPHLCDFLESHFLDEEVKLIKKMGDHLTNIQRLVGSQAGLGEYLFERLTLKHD
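Steps: apoferritin (10 uM) was premixed with half-saturated 1-AMA in PBS, compounds were pin-transferred, plates stood 10 min at room temperature, fluorescence was read at 380/535 nm, and curves were fitted with a Hill equation.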
RXFP1 ag – RXFP1 (human) receptor agonism; hit rate 0.3% among 370,000; Potency, µM (doses to about 57.5 µM), for inactives: top-dose activation, hits mostly activators; AID 2676; Q9HBX9; HEK293T-RXFP1 cAMP TR-FRET, 30 min; response scale: percent of porcine relaxin response, buffer zero; note: potency is the fitted concentration of half-maximal effect; % is set by controls: 0 for no effect and ±100 for the full control effect; nearly all actives have a fitted effect of over 60% in size; many of its hits are not listed in these tables
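HEK293 cells stably expressing RXFP1, treated 30 min at 37C with compounds plus PDE4 inhibitor Ro 20174; cAMP measured by HTRF TR-FRET. Normalized to buffer and 29 nM porcine relaxin; EC50 by Hill fit.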
D2 PAM – D2 dopamine receptor (human) potentiation; P14416; HEK293 T-REx D2, calcium flux, EC20 dopamine potentiation; potentiation, % at 10 µM; hit rate 0.34% among 340,000; AID 485347;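 active = potentiation over 3 SD above the plate norm, cut at about 30% in these data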; note: 0% is about no effect
Target sequence (P14416 whole entry, looked up): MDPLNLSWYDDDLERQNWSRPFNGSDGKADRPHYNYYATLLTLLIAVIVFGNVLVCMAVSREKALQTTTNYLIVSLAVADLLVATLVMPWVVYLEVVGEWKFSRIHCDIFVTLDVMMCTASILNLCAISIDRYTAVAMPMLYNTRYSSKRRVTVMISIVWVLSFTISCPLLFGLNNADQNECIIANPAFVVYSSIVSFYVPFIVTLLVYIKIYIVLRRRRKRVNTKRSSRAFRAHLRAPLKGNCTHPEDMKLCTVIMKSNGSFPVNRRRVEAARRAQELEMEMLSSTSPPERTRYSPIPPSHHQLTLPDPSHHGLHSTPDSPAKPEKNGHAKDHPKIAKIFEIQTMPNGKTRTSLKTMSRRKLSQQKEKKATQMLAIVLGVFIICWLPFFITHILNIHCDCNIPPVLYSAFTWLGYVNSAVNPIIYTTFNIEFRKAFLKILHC
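Tetracycline-induced HEK293 T-REx cells force-coupled to calcium signalling expressed D2; compounds were pin-added after a 10 s baseline, read kinetically 180 s, then an EC20 dopamine challenge followed with a further 180 s calcium read.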
* = called active by the depositor; ? = inconclusive; . = no result given; [ ] = remark or other dose. Unless noted, calls come from the whole dose curve; as a rule, active = well fitted curve in the direction sought with a large enough effect; inconclusive = small, poorly fitted or top-dose-only effect, or another doubt; inactive = no such curve, though single readings can be large; an effect the other way counts as inactive or inconclusive.

Second line of a record – TRHR ag | D1 agonist | RXFP1 antag | D1 potentiator | TRHR PAM | D1 antag | Apoferritin bind | RXFP1 ag | D2 PAM
> O=C(CSc1nnc2c(n1)[nH]c1ccc(F)cc12)Nc1ccccc1F
    -1.2 | 5 | -3 | -2 | 5 | -4 | 3% | 7.2% | 4
> CC(C)NC(=O)CSc1nc(N)c(-c2ccccc2)c(=O)[nH]1
    0.4 | 4 | -24 | 2 | 0 | 21 | -4% | -1.0% | 9
> Cc1cc2occ(CC(=O)N(C)CC(=O)Nc3ccc(F)cc3)c2cc1C
    -0.1 | 8 | -19 | -5 | -10 | -9 | . | -0.7% | 5
> O=C1NC2(CCC3(CC2)OCCO3)NN1c1ccc(Cl)cc1
    0.8 | 6 | 18 | -5 | 1 | 0 | -7% | 0.0% | 2
> CCc1ccccc1NC(=O)c1cnc2n(c1=O)CCS2
    0.7 | 2 | . | 0 | 1 | -10 | -9% | 7.1% | 5
> CCCCNC(=S)N/N=C/c1cccc(OCC)c1O
    0.4 | 1 | -23 | -2 | 1 | -20 | -4% | 0.1% | 5
> C[C@H]1CN=C(Nc2ccccc2)N1CCCC1CCCC1
    1.0 | 8 | . | -4 | 4 | 0 | -2% | 2.4% | -9
> O=C(COC(=O)c1ccc(Cl)c(Cl)c1)NC1CCCC1
    -1.1 | 1 | 6 | -1 | -7 | 2 | -6% | 0.3% | 12
> Cc1ccc(C(=O)/C=C2\NCCNC2=O)cc1
    -0.5 | -2 | -4 | -9 | 4 | -1 | 6% | -0.1% | 14
> CCC(=O)Nc1nnc(C)s1
    0.5 | -1 | . | -4 | 7 | 8 | -2% | 1.1% | 11
> COc1cc(F)cc(F)c1[S+](=O)([O-])N1CCN([S+](=O)([O-])c2ccc3c(c2)OCCO3)CC1
    2.0 | 11 | . | -6 | 1 | -16 | . | . | .
> CCC(=O)/C=C1/Sc2ccc(OC)cc2N1CC
    -0.8 | 2 | 1 | -3 | 3 | -7 | -16% | -0.4% | -5
> COc1ccccc1C(=O)C1CCCN(C(=O)c2ccccn2)C1 (configuration not stated)
    0.1 | 1 | -5 | -2 | -5 | -8 | -8% | 3.3% | -1
> CCCC(c1nnnn1Cc1ccco1)N1CCN(C(=O)c2ccco2)CC1 (configuration not stated)
    0.1 | 2 | -14 | -2 | 3 | -13 | -1% | 1.8% | -2
> CCCS(=O)(=O)N1CCCC(C(=O)NCCCN(C)Cc2ccccc2)C1 (configuration not stated)
    -0.3 | 3 | -3 | 1 | 7 | -5 | -8% | 0.1% | -4
> O=C(/C=C/c1ccco1)N(Cc1cccc(F)c1)C1CCS(=O)(=O)C1 (configuration not stated)
    -0.6 | -1 | 14 | 3 | -3 | 6 | -9% | -0.9% | -9
> COC(=O)C1=C(C)Nc2ncnn2C1c1ccco1 (configuration not stated)
    0.4 | 1 | -11 | -7 | 6 | 6 | -11% | 0.6% | -6
> COc1ccc(N(CC(=O)Nc2cc(OC)c(OC)cc2C(=O)O)S(=O)(=O)c2c(C)noc2C)cc1
    0.5 | 2 | -24 | 6 | -2 | 4 | -1% | 0.2% | .
> COc1ccc(-c2cc(C(=O)NCc3cn(C)nc3C)c3ccccc3n2)cc1OC
    -0.4 | 0 | -7 | -3 | -5 | -10 | 3% | 7.2% | 10
> CCOc1ccc(N(Cc2ccccc2F)C2=NC3CS(=O)(=O)CC3S2)cc1 (configuration not stated)
    0.0 | 4 | -4 | -3 | -2 | -7 | -8% | -0.3% | 3
> O=C(CN1C(=O)CSC1=O)c1ccccc1
    0.8 | -1 | -15 | -3 | -3 | 3 | ? | -0.7% | 8
> COc1ccc(/C=C2/C(=O)ON=C2C)cc1Cl
    -0.1 | 6 | -6 | 3 | 5 | 0 | -4% | 0.0% | 0
> COCCN(C(=O)COC(=O)c1sccc1C)c1c(N)n(Cc2ccccc2)c(=O)[nH]c1=O
    1.3 | 1 | -2 | -1 | 10 | 1 | 0% | -4.1% | 11
> COc1ccc(Cl)cc1C(=O)NNC(=S)NC(=O)c1cc(-c2ccccc2)nc2ccccc12
    -0.6 | 2 | -12 | 2 | 5 | -3 | -7% | -0.3% | 0
> CCN(CC)c1ccc(/C=N/NC(=O)c2ccco2)cc1
    -1.0 | 2 | 2 | -1 | 0 | 25 | 45%[activator] | 0.2% | 4
> CCOC(=O)c1[nH]c2ccc(Br)cc2c1NC(=O)CCN1CCN(C(=O)OCC)CC1
    1.5 | 3 | 0 | -4 | -16 | -12 | -19% | 5.5% | 7
> O=C(COc1ccc(Cl)cc1Cl)N/N=C1\CCCc2ccccc21
    0.5 | 6 | -5 | -1 | -2 | -3 | ? | -0.3% | 1
> CC(C)(C)c1ccc(C(=O)N2CCN(c3ccc(N4CCOCC4)nn3)CC2)cc1
    -0.3 | 7 | -14 | -11 | -3 | -12 | . | 2.3% | .
> CC1=C(C(=O)Nc2ccc(C)cc2Cl)C2(CCCCC2)OC1=O
    -0.4 | 8 | -7 | -3 | 7 | 14 | 50%[activator] | -1.3% | 4
> CN(CC(=O)Nc1ccc(F)c(F)c1F)C(=O)C1CCN(C(=O)Nc2ccccc2)CC1
    0.1 | -1 | -9 | -1 | -3 | -5 | . | -0.8% | -23
> CCCSCCCNC(=O)C1CCN(c2nn3cc(-c4ccc(F)cc4)nc3s2)CC1
    0.4 | -1 | -3 | 0 | 5 | 13 | -2% | -2.3% | -14
> CCSc1ccc([C@@H]2[C@@H]3C(=O)N(CC)C(=O)[C@@H]3[C@]3(C(=O)OC)CCCN23)cc1
    0.0 | 1 | . | 9 | 2 | -5 | . | 1.1% | -1
> CC(C)S(=O)(=O)c1csc(NC(=O)Nc2ccc(Cl)cc2)c1
    0.8 | 17 | -2 | -9 | 5 | -23 | 1% | 2.7% | 12
> O=C(O)CCC(=O)NNC(=O)CCCOc1ccc(Cl)cc1Cl
    0.1 | 2 | 5 | 4 | -3 | 2 | -5% | 0.0% | 0
> COc1ccc(C(=O)N2CCCC2)cc1S(=O)(=O)N1CCOCC1
    -0.1 | 2 | -11 | -3 | 4 | -1 | -12% | -0.8% | -10
> COc1ccc(OC)c(NS(=O)(=O)c2ccc3[nH]c4c(c3c2)CCCCC4)c1
    1.6 | 1 | . | -4 | 2 | -5 | -4% | -1.3% | 6
> Cc1cc(C)cc(OCCNC(=O)c2cc(S(=O)(=O)N3CCOCC3)ccc2F)c1
    -0.8 | 21 | -1 | . | 4 | -12 | -8% | 0.3% | 6
> COc1ccc(CCC(=O)NCCS(=O)(=O)N2CCN(c3ccc(F)cc3)CC2)cc1
    0.1 | 2 | ? | -2 | 6 | -24 | . | -0.2% | 6
> O=C(c1ccc(F)cc1)C1CCN(Cc2ccc(F)cc2)CC1
    0.2 | -4 | -4 | -10 | 0 | -15 | -14% | -0.4% | .
> CC(=O)c1cccc(NC(=O)c2noc3c2CC(C)CC3)c1 (configuration not stated)
    -0.6 | 1 | -6 | -4 | -4 | -9 | 1% | 0.1% | -4
> CC(OC(=O)CCN1C(=O)c2cccc([N+](=O)[O-])c2C1=O)C(=O)Nc1cc(Cl)cc(Cl)c1 (configuration not stated)
    -0.3 | 2 | 4 | 2 | -3 | 20 | -16% | -0.7% | -4
> CCn1c(C)nc([N+](=O)[O-])c1Sc1ccc(F)cc1
    -2.1 | 2 | 8 | -2 | 7 | 5 | -13% | -0.6% | 0
> O=C(Nc1ccccc1)c1cccc(S(=O)(=O)NCc2ccco2)c1
    -0.3 | 4 | 22 | 0 | 2 | -12 | -15% | 2.0% | 9
> O=C(Nc1ccccc1C(=O)O)c1cc(S(=O)(=O)N2CCCCC2)cs1
    0.1 | 0 | -14 | -1 | 1 | 26 | -6% | 0.1% | 7
> O=C(OCn1nnc2ccccc2c1=O)c1cc2ccccc2o1
    -0.4 | 2 | 8 | -5 | -2 | -32* | -5% | 1.2% | 8
> CCc1cccc2c(C(=O)CN3C(=O)NC(C)(c4cccc5ccccc45)C3=O)c[nH]c12 (configuration not stated)
    1.0 | 5 | -9 | 6 | 3 | -1 | -16% | -2.3% | 1
> COc1ccc(OCC(=O)N2CCC(Cc3ccccc3)CC2)cc1
    1.1 | 1 | -9 | 2 | 3 | -16 | -17% | 3.4% | -5
> CC1CCN(C(=O)Cn2ncc3c([nH]c4ccccc43)c2=O)CC1
    0.3 | 0 | -22 | -5 | 9 | 0 | -1% | 3.3% | 1
> Cc1ccc(-c2noc(CNC(=O)c3ccc(C)c(Cl)c3)n2)cc1
    1.7 | 16 | -9 | 0 | -3 | 3 | -11% | -0.3% | -15
> CCOCCCNC(=S)N1CCCN(c2nc3cc(C)ccc3cc2C#N)CC1
    0.2 | 2 | 3 | -11 | 2 | -25 | -1% | 1.3% | -4
> COc1cc2c(cc1OC)CN(C(=O)c1ccc(S(=O)(=O)N3CCCCC3)cc1)CC2
    -0.9 | 1 | 13 | -5 | 17 | -9 | 4% | 1.6% | 2
> CCCCn1nc(C(=O)N2CCN(S(=O)(=O)c3ccccc3)CC2)c2ccccc2c1=O
    0.2 | 1 | -35 | 0 | 9 | -12 | . | -0.5% | 13
> O=C(N1CCOCC1)C(F)(F)C(=O)N1CCOCC1
    -0.2 | 1 | 6 | -3 | -3 | 8 | -4% | 3.2% | -1
> Cc1ccc(-c2nc3ccccc3[nH]2)cc1NC(=O)c1sc2ccccc2c1Cl
    0.3 | 4 | -4 | -2 | 15 | 6 | -14% | 1.4% | 9
> COc1ccccc1C(=O)Nc1ccnn1C1CCN(C)CC1
    0.3 | 2 | 0 | 2 | 0 | 1 | -6% | -0.2% | 9
> COc1cc(-c2nc(-c3ccccc3)c(-c3cc([N+](=O)[O-])ccc3C)[nH]2)cc(OC)c1OC
    0.3 | 0 | -8 | -6 | -12 | -15 | -6% | -1.7% | -5
> COc1ccc(N2CCN(C(=O)CCN3C(=O)C4C5C=CC(C5)C4C3=O)CC2)cc1 (configuration not stated)
    0.0 | 3 | -7 | 4 | -1 | -5 | 3% | 0.3% | 21
> O=C1CC(N2CCN(C/C=C/c3ccccc3)CC2)C(=O)N1Cc1cccs1 (configuration not stated)
    0.3 | 3 | -4 | -6 | -1 | 0 | -2% | -1.3% | .

High-throughput results deposited in PubChem by National Center for Advancing Translational Sciences (NCATS).

Not all compounds are listed. The share of hits here may be higher or lower than overall.
